From PubChem
MEP2-GFP yeast: modulators of TOR pathway MEP2-GFP in S. cerevisiae | GFP response vs DMSO, % at 10 µM | 330,000 compounds, 0.51% hits | AID 2016 | S. cerevisiae MEP2-GFP strain, flow cytometry GFP, 3 h; 100% = DMSO control level;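 active = GFP response versus DMSO above a set limit, roughly screen mean plus 3 SD, cut at about 180% in these data; inconclusive = fewer than 70 cells counted for a yeast strain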;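 also: median GFP fluorescence of the barcode-gated MEP2-GFP cells per well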
AGP1 TOR yeast: modulators of TOR pathway AGP1-GFP in S. cerevisiae. S. cerevisiae AGP1-GFP multiplex flow cytometry, 3 h; GFP as percent of DMSO wells. GFP response vs DMSO, % at 10 µM. 320,000 compounds, 0.02% hits. AID 2066;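 active = GFP response relative to DMSO above a set limit, near screen average plus 3 SD, cut at about 150% in these data; inconclusive = fewer than 70 cells counted for the yeast strain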;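 also: median GFP channel fluorescence of the gated AGP1 strain per well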
CR mimetic SO: caloric restriction mimetics inhibiting age-related superoxide in yeast; 330,000 compounds, 0.18% hits; S. cerevisiae aged cells, superoxide DHE fluorescence; hits give low values; superoxide response (% of plate mean), % at 10 µM;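 active = superoxide response under a set limit, about three screen SD below normal, cut at about 65% in these data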;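 also: yeast aged for seven days with compound at 30 °C before DHE staining; 100% = average MFI of all compound-treated wells on the plate with controls excluded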
CIT2-GFP yeast: yeast TOR pathway CIT2-GFP modulation | AID 2029 | S. cerevisiae CIT2-GFP strain, flow cytometry, 3 h; 100 means same as DMSO wells | GFP response vs DMSO, % at 10 µM | 320,000 compounds, 0.065% hits;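 active = GFP response relative to DMSO above a set limit, near the screen mean plus 3 SD, cut at about 150% in these data; inconclusive = Fewer than 70 cells measured for a yeast strain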;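 also: ratio of well median GFP fluorescence to mean of DMSO wells on the plate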
LAP4-GFP MLPCN: yeast TOR pathway LAP4-GFP modulation. S. cerevisiae LAP4-GFP multiplex, flow cytometry GFP, 3 h; median GFP as percent of DMSO wells. GFP response vs DMSO, % at 10 µM. 320,000 compounds, 0.34% hits. AID 2023;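 active = GFP response vs DMSO above a set limit, about the screen mean plus 3 SD, cut at about 150% in these data; inconclusive = under 70 cell events counted for the yeast strain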
GRK2 aptamer HTS: human GRK2 inhibition via aptamer displacement | bead flow cytometry, FAM-aptamer displacement from GRK2 | inhibition of aptamer binding, % at 10 µM | 330,000 compounds, 0.59% hits | P25098;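 active = inhibition of aptamer binding above 40%, roughly 3 SD of noise, on plates passing a quality check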;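 also: median bead fluorescence of bound FAM aptamer so fluorescent compounds give negative values; no value below 0 was filed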
Target sequence (P25098 whole entry, looked up): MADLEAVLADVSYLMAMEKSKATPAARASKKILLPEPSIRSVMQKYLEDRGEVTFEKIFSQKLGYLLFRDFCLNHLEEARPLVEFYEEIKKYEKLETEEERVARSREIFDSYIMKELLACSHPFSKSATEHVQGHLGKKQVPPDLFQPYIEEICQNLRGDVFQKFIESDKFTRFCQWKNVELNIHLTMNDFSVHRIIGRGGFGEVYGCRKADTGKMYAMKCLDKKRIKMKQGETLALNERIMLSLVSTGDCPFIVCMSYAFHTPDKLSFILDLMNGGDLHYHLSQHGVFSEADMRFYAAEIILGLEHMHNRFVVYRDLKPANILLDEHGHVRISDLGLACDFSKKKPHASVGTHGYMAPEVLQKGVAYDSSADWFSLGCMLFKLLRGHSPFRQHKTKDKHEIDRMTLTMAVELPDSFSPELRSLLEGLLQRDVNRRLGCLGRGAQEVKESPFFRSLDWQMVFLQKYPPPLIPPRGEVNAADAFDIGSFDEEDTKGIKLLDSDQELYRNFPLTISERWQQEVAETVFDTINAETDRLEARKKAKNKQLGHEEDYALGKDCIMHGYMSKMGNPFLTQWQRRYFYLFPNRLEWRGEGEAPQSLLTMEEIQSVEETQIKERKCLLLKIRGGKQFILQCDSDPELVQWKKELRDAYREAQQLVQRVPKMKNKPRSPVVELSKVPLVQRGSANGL
VLA-4 inh: inhibition in a human VLA-4 binding assay; AID 2557; P13612; 330,000 compounds, 0.2% hits; VLA-4 expressing cells, ligand binding flow cytometry; inhibition, % (about 7 µM as worked out from the volumes in the protocol); in the data active = inhibition above about 50%
RPL19A TOR yeast: yeast TOR pathway RPL19A-GFP modulation. 330,000 compounds, 0.3% hits. S. cerevisiae RPL19A-GFP strain, flow cytometry, 3 h; hits give low values. percent response vs DMSO, % at 10 µM;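 active = percent response vs DMSO below 50%; inconclusive = fewer than 70 events counted for the yeast strain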;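 also: median channel GFP fluorescence of the barcoded RPL19A-GFP strain; ratio of sample median GFP to plate DMSO average so 100% = DMSO; lower means less RPL19A-GFP as with rapamycin TOR inhibition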
* marks the source's active call; other numbers are inactive results; i = inactive; ? = inconclusive; . = not tested or not shown; [ ] = remark or other dose.

SMILES | MEP2-GFP yeast | AGP1 TOR yeast | CR mimetic SO | CIT2-GFP yeast | LAP4-GFP MLPCN | GRK2 aptamer HTS | VLA-4 inh | RPL19A TOR yeast
COc1cc(C)ccc1OCCOCCOc1ccccc1[N+](=O)[O-] | 103 | 101 | 108 | 99 | 97 | 0 | -4 | 101
CCC(C(=O)NCCc1ccco1)n1nc(C)c2c(C)n(-c3ccccc3)nc2c1=O (stereo unspecified) | 105 | 105 | 128 | 105 | 101 | 1 | 3 | 101
Cc1ccc(NS(=O)(=O)c2cccc3nsnc23)cc1C | 101 | 90 | 103 | 92 | 87 | 0 | 24 | 99
CC1(C)NC(=O)N(Cc2cc(=O)n3ccsc3n2)C1=O | 116 | 105 | 102 | 110 | 105 | 0 | 10 | 109
CC(=O)N(C)c1ccc(N=Cc2c(O)ccc3ccccc23)cc1 | 92 | 93 | 104 | 107 | 89 | 3 | 3 | 96
O=S(=O)(c1cccc2nsnc12)N1CCNCC1 | 101 | 104 | 94 | 102 | 98 | 1 | 9 | 98
Ic1ccc(N2CCN(Cc3c[nH]c4ncccc34)CC2)cc1 | 102 | 95 | 86 | 93 | 108 | 2 | -13 | 96
O=C(NC1CCCCC1)C(c1ccco1)N(Cc1cccs1)C(=O)Cn1nnc2ccccc21 (stereo unspecified) | 102 | 110 | 111 | 110 | 98 | 6 | 3 | 106
CCOc1cc(N2CCOCC2)c(OCC)cc1NC(=O)c1ccc(OC(C)C)cc1 | 106 | 104 | 110 | 99 | 110 | 5 | 4 | 101
CCOC(=O)N1CCN(C(=O)CN(c2cccc(C(F)(F)F)c2)S(=O)(=O)c2ccccc2)CC1 | 105 | 102 | 97 | 107 | 94 | 2 | 7 | 98
COc1ccc(-c2noc(CSc3ccccc3)n2)cc1OC | 95 | 109 | 107 | 96 | 112 | 1 | 5 | 95
O=C(CSc1nnnn1-c1ccc2c(c1)OCCO2)OC1CCCCC1 | 92 | 95 | 90 | 85 | 101 | 0 | 1 | 96
Cc1nn(C)cc1/C=N/NC(=O)c1ccco1 | 101 | 107 | 109 | 102 | 106 | 3 | 6 | 101
CC(O)[C@H](NC(=O)C1(c2ccccc2)CCN(C(=O)OC(C)(C)C)CC1)C(=O)O (stereo partly specified) | 112 | 96 | 104 | 93 | 96 | 0 | 4 | 97
O=C(NC(=O)c1ccccc1)Nc1ccccc1 | 109 | 100 | 84 | 101 | 102 | 0 | -4 | 104
CCC(=O)N(C1=C(NC)C(=O)c2ccccc2C1=O)C(C)C | 108 | 102 | 195 | 105 | 105 | 0 | -7 | 107
COc1cccc(C(C(=O)NC2CCCC2)N(C(=O)c2ccco2)c2ccc(C(C)=O)cc2)c1OC (stereo unspecified) | 138[may fluoresce violet] | 26[may fluoresce violet] | 100 | ? | 89[may fluoresce violet] | 0 | -9 | 73[may fluoresce violet]
COc1ccccc1CC1(C)NC(=O)N(CC(=O)N2CCc3ccccc3C2)C1=O (stereo unspecified) | 103 | 105 | i | 105 | 92 | 0 | 7 | 104
COCCN(C(=O)Cc1cccs1)C(C(=O)NC1CCCC1)c1cc(OC)c(OC)c(OC)c1 (stereo unspecified) | 102 | 101 | 101 | 109 | 96 | 0 | -4 | 98
CN(c1ccccc1)S(=O)(=O)c1cccc2ccccc12 | 83[may fluoresce red and violet] | ? | 101 | ? | 91[may fluoresce red and violet] | 0 | 11 | ?
O=c1[nH]c(=S)[nH]nc1Cc1ccc(Cl)c(Cl)c1 | 104 | 108 | 93 | 113 | 98 | 2 | 0 | 106
CCOC(=O)c1cc2occc2n1CC(=O)N1CCCc2ccccc21 | 91 | 93 | 89 | 91 | 92 | 1 | -6 | 90
N=c1c2c(ncn1CCN1CCOCC1)Oc1ccc3ccccc3c1C2c1ccccc1 (stereo unspecified) | 91 | 88 | 97 | 85 | 90 | 0 | 31 | 85
COC(=O)c1ccccc1NC(=O)COC(=O)CO/N=C(\C)c1ccc2c(c1)OCO2 | 80 | 95 | 92 | 91 | 82 | 0 | 17 | 98
Cc1ccc(/C=C/c2ccc(=O)n(Cc3ccc(Cl)cc3Cl)n2)cc1 | 97 | 108 | 104 | 104 | 102 | 2 | 16 | 103

Random excerpt: 2 records from the list, in no set order.
SMILES | MEP2-GFP yeast | AGP1 TOR yeast | CR mimetic SO | CIT2-GFP yeast | LAP4-GFP MLPCN | GRK2 aptamer HTS | VLA-4 inh | RPL19A TOR yeast
CCOc1cc(N2CCOCC2)c(OCC)cc1NC(=O)c1ccc(OC(C)C)cc1 | 106 | 104 | 110 | 99 | 110 | 5 | 4 | 101
COCCN(C(=O)Cc1cccs1)C(C(=O)NC1CCCC1)c1cc(OC)c(OC)c(OC)c1 (stereo unspecified) | 102 | 101 | 101 | 109 | 96 | 0 | -4 | 98

Continuation.
SMILES | MEP2-GFP yeast | AGP1 TOR yeast | CR mimetic SO | CIT2-GFP yeast | LAP4-GFP MLPCN | GRK2 aptamer HTS | VLA-4 inh | RPL19A TOR yeast
CN1CCN(/N=C2/C(=O)Nc3ccc([N+](=O)[O-])cc32)CC1 | 108 | 113 | 120 | 109 | 110 | 2 | 17 | 110
Cc1csc(NC(=O)c2ccc(S(=O)(=O)N3CCN(C)CC3)cc2)n1 | 97 | 100 | 108 | 99 | 101 | 1 | 3 | 98
CCOC(=O)c1cccc(NC(=O)CCn2nnc3ccccc32)c1 | 93 | 114 | 103 | 103 | 92 | 0 | -40 | 105
O=C(NCc1ccc2c(c1)OCO2)c1ccc(CSCc2ccc(Cl)cc2)o1 | 105 | 96 | 112 | 115 | 97 | 51* | 11 | 103
COc1ccc(NC(=O)C2CCCN(c3cnccn3)C2)cc1 (stereo unspecified) | 110 | 105 | 81 | 113 | 105 | 2 | 12 | 105
COc1ccc(-c2csc(N)n2)cc1 | ? | ? | 111 | ? | ? | 4 | 19 | ?
CCOc1ccc(C(=O)NNC(=O)CCNC(=O)c2ccco2)cc1OC | 98 | 110 | 93 | 103 | 102 | 0 | 2 | 100
COc1cc(C(=O)NCC(=O)OCc2cc(=O)oc3c(C)c(C)ccc23)cc(OC)c1OC | 104 | 95 | 90 | 109 | 95 | 0 | -7 | 111
CN(C)NC(=O)c1ccsc1NC(=O)c1ccc(S(=O)(=O)N2CCCC2)cc1 | 92 | 105 | 101 | 86 | 119 | 0 | -2 | 93
COc1c(C)cc(S(=O)(=O)N2CCOCC2)c(C)c1C | 125 | 103 | 91 | 115 | 112 | 1 | 10 | 100
Cc1ccc(C(C)(C)NC(=O)C2CCC(=O)N(CC3CCCCC3)C2)cc1 (stereo unspecified) | 99 | 115 | 103 | 109 | 109 | 0 | -1 | 99
CC(=O)c1ccc(N2CCN(S(=O)(=O)c3ccc4c(c3)CC(C)N4C(C)=O)CC2)cc1 (stereo unspecified) | 121 | 17 | 95 | 86 | 86 | 0 | 5 | 37*
COC(=O)c1ccc(NS(=O)(=O)N(C)C)cc1 | 100 | 102 | 103 | . | 90 | 0 | 0 | 98
COc1cccc(C(c2nnnn2CCc2ccccc2)N2CCN(c3ccccc3)CC2)c1OC (stereo unspecified) | 102 | 107 | 87 | 98 | 102 | 0 | 5 | 100
CN(C)c1cccc(C(=O)NCc2ccc3c(c2)OCO3)c1 | 104 | 100 | 94 | 94 | 110 | 1 | 4 | 104
COc1ccc(OC)c(C(=O)NC(CC(N)=O)c2ccc(N3CCC(N4CCCCC4)CC3)c([N+](=O)[O-])c2)c1 (stereo unspecified) | 94 | 77 | 102 | 68 | 110 | 0 | 36 | 95
COCCn1nnnc1C(c1ccccc1)N1CCN(C)CC1 (stereo unspecified) | 107 | 97 | 108 | 101 | 102 | 0 | 19 | 101
COc1cccc(C(=O)Nc2ccccc2N2CCCC2)c1 | 105 | 101 | 71 | 104 | 107 | 0 | -5 | 101
COCCN1CC(CNC(=O)c2cc(COc3ccccc3SC)on2)CC1=O (stereo unspecified) | 97 | 101 | 96 | 111 | 82 | 4 | -11 | 106
CCOC(=S)N/C(=N\S(=O)(=O)c1ccc(C)cc1)c1ccccc1 | 100 | 96 | 95 | 98 | 98 | 0 | 14 | 93
O=C(NCc1ccccc1F)C1CCCN1S(=O)(=O)c1ccc(Cl)cc1 (stereo unspecified) | 111 | 102 | 99 | 107 | 96 | 0 | 3 | 102
CC(C)(C)NC(=O)c1cccc2c1C(=O)c1ccccc1-2 | 83[may fluoresce red and violet] | 74[may fluoresce red and violet] | 107 | ? | 90[may fluoresce red and violet] | 0 | -2 | ?
Cc1ccc(C)c(OCC(=O)Nc2c(C)n(C)n(-c3ccccc3)c2=O)c1 | 99 | 89 | 98 | 89 | 86 | 0 | 43 | 95
Cc1onc(-c2ccccc2)c1C(=O)Nc1nc2c(s1)C(=O)CC(C)(C)C2 | 99 | 102 | 98 | 106 | 109 | 1 | -11 | 96
O=C(COC(=O)COc1ccccc1)NCc1ccc2c(c1)OCO2 | 103 | 98 | 110 | 104 | 95 | 1 | 10 | 100
SMILES | MEP2-GFP yeast | AGP1 TOR yeast | CR mimetic SO | CIT2-GFP yeast | LAP4-GFP MLPCN | GRK2 aptamer HTS | VLA-4 inh | RPL19A TOR yeast
O=C(Cc1ccc(F)cc1)Nc1nc(-c2ccc(F)cc2)cs1 | 106 | 94 | 112 | 97 | 89 | 1 | 5 | 99
CC(=O)Nc1cccc(NC(=O)CSc2nnc(Cc3cccn3C)n2-c2ccc(C)cc2)c1 | 93 | 101 | 96 | 103 | 102 | 0 | 6 | 100
O=C(COC(=O)CSc1ccc([N+](=O)[O-])cc1)NCc1cccs1 | 109 | 113 | 97 | 104 | 124 | 1 | 3 | 107
O=C(NC1CCCCC1)C(c1ccco1)N(C(=O)c1csnn1)c1ccc(Cl)cc1 (stereo unspecified) | 103 | 105 | 88 | 99 | 107 | 0 | -1 | 100
CCc1ccc(-c2cc(C)no2)cc1S(=O)(=O)N1CC(=O)Nc2ccccc21 | 102 | 107 | 103 | 107 | 113 | 0 | -31 | 102
Cc1cc(NC(C)c2ccccc2)n2ncc(-c3ccccc3)c2n1 (stereo unspecified) | 105 | 95 | 102 | 99 | 102 | 0 | 1 | 104
O=C(NCCNCCO)c1c(O)c2cccc3c2n(c1=O)CCC3 | 85 | . | 89 | 90 | 83 | 0 | 10 | 92
Cc1ccc(OCC(=O)c2ccc3c(c2)CCCC3)cc1C | 99 | 101 | 103 | 95 | 130 | 1 | -5 | 108
O=C(CN1C2=NCCN2c2ccccc21)C12CC3CC(CC(C3)C1)C2 | 100 | 105 | 111 | 108 | 96 | 0 | -2 | 99
Cc1c(Nc2nc(-c3ccc(Cl)cc3)cs2)c(=O)n(-c2ccccc2)n1C | 104 | 101 | 95 | 105 | 100 | 2 | 4 | 97
COC(=O)Nc1ccc(S(=O)(=O)n2cnc3ccccc32)cc1 | 103 | 98 | 87 | 116 | 103 | 1 | 0 | 102
CCCN(C(=O)CSc1nc(C2CC2)n(-c2ccccc2)n1)C1CCS(=O)(=O)C1 (stereo unspecified) | 100 | 108 | 96 | 94 | 105 | 0 | 14 | 99
Cc1cc(C(=O)N/N=C/c2cccc([N+](=O)[O-])c2O)n[nH]1 | 107 | 100 | 109 | 117 | 85 | 0 | 23 | 104
COc1ccnc(Oc2cc(Cl)cc(Cl)c2)c1C#N | 99 | 89 | 95 | 84 | 96 | 2 | 11 | 90
Cc1nc(SCC(=O)NC2CC2)c2c(C)c(C)sc2n1 | 112 | 102 | 94 | 102 | 101 | 0 | 4 | 99
O=C(O)c1cccc(NC(=O)c2cccc(S(=O)(=O)N3CCCCC3)c2)c1 | 105 | 103 | 103 | 102 | 103 | 0 | -17 | 101
COC(=O)c1c(-c2c(Cl)cccc2Cl)noc1C(=O)NNC(=O)N(C)C | 90 | 94 | 109 | 91 | 104 | 0 | 8 | 96
COc1ccc(/C=C2\C(=O)NCC(=O)N2C)cc1 | 90 | 99 | 98 | 109 | 105 | 0 | 5 | 88
